MrgX1 PAM = positive allosteric modulators of MrgX1, primary screen, HEK293 cells, Fluo-4 calcium flux | 310,000 tested, 0.63% active | FDSS; stronger effect = higher value | B-score at 10 µM;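 active means plate-corrected calcium response at least 3 library SD above typical, normal starting fluorescence, not activating the receptor alone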;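 further: compound read alongside a low EC10 to EC30 dose of BAM8-22 agonist; peak minus trough fluorescence over baseline measured at the second addition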
TRPC4 block = inhibitors of mouse TRPC4 channel, primary screen, Fluo4 calcium, HEK293 TRPC4beta/mu-opioid cells | Short transient receptor potential channel 4 (Mus musculus), Q9QUQ5 | DAMGO-evoked Fluo4 calcium flux; stronger effect = lower value | B-score at 10 µM | 300,000 tested, 0.39% active;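 active means B-score over 3 SD under the library average, no early fluorescence shift, positive overall ratio signal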
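material = TRPC4beta/mu-opioid receptor HEK293 cell line | probe or stimulus = sequential submaximal and maximal DAMGO stimulation | compound dosing = one concentration per compound | measured by = Fluo4 Ca2+ flux fluorescence | evaluation = integrated fluorescence ratio relative to baseline, converted to per-well B score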
TMEM16A inh = TMEM16A chloride channel inhibitors, primary screen, cell-based, HTS; Anoctamin-1 (Mus musculus), Q8BHY3; HEK293 TMEM16A/YFP iodide influx fluorescence, ionomycin; normalized B-score (activity score, 25-100; higher = stronger inhibition) at 10 µM; 310,000 tested, 1.2% active;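 active means ratio plate-corrected score three or more library SD toward inhibition, starting fluorescence score within five deviations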;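 further: score derived from kinetic fluorescence span divided by baseline fluorescence per well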
MrgX1 ag = agonists of human MrgX1 receptor, primary screen, HEK293 cells, Fluo-4 calcium flux | Mas-related G-protein coupled receptor member X1 (Homo sapiens), Q96LB2 | Fluo-4 calcium fluorescence, agonist mode; stronger effect = higher value | B-score at 10 µM | 310,000 tested, 0.44% active;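 active means calcium response B-score plate-corrected fluorescence ratio at least 3 library SD, with starting fluorescence B-score inside 5 SD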
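Material: HEK293 cells stably expressing human MrgX1 receptor | Quantity: 15,000 cells per well | Times: Cells plated overnight, dye loaded 0.5 h 37 °C, 0.5 h room temperature | Measured by: Kinetic Fluo-4 NW fluorescence of intracellular calcium | Control set: Positive and negative controls per plate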
TRPC6 act = mouse TRPC6 channel activators, primary screen, cell-based, HEK293, membrane potential dye. Short transient receptor potential channel 6 (Mus musculus), Q61143. HEK293-TRPC6 membrane potential dye fluorescence; stronger effect = higher value. B-score at 10 µM. 310,000 tested, 0.13% active. AID 2550, 2010;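 active means B-score of the integrated fluorescence ratio above library mean plus 3 SD, and starting fluorescence ratio within library mean plus 5 SD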;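 further: higher score means more depolarization so channel activation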
Target sequence (Q61143 whole entry, looked up): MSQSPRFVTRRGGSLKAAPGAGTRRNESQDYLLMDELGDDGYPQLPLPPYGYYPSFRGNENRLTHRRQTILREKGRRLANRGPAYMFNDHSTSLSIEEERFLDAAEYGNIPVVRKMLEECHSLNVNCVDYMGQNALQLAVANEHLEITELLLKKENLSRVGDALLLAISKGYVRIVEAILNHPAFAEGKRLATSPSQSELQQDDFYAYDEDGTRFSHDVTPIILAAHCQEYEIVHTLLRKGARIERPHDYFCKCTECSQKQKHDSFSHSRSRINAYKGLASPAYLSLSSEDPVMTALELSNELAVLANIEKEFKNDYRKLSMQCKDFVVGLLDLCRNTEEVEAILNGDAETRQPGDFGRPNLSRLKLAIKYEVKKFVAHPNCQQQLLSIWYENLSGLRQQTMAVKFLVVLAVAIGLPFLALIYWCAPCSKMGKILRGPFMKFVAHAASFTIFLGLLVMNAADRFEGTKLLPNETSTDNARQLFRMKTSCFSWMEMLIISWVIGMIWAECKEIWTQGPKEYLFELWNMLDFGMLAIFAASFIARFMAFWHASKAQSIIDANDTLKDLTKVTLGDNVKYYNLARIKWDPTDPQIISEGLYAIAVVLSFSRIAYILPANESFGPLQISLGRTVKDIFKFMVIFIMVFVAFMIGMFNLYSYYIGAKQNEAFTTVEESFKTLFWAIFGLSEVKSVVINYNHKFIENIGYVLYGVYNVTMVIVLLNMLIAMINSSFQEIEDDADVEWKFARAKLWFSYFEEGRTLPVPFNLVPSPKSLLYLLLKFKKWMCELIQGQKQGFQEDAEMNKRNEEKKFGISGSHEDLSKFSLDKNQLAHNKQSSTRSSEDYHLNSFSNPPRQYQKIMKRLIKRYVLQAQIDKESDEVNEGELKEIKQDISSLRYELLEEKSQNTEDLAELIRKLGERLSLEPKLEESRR
TMEM16A act = TMEM16A chloride channel activators or potentiators, primary screen, cell-based, HTS | Anoctamin-1 (Mus musculus), Q8BHY3 | 340,000 tested, 0.3% active | HEK293 TMEM16A/YFP-H148Q/I152L, iodide quench fluorescence; stronger effect = lower value | B-score at 10 µM;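 active means fluorescence-ratio B-score plate-corrected deviation score at least 3 library SD below zero, with starting fluorescence score within 5 deviations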;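 further: channel opened by trigger with iodide after compound preincubation; score built on the fluorescence ratio of max minus min over baseline; more negative score means more quench and so TMEM16A activation or potentiation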
TRPC6 inh = mouse TRPC6 channel inhibitors, primary screen, cell-based, HEK293, membrane potential dye. B-score at 10 µM. ACh-evoked depolarization; stronger effect = lower value. 310,000 tested, 1.1% active;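 active means B-score under library mean minus 3 SD, initial fluorescence not abnormally high, positive integrated signal ratio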;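 further: B-score derived from integrated fluorescence ratio over the kinetic read; more negative B-score means stronger inhibition of depolarization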
RGS4 inh = RGS4 inhibitors, primary screen, cell-based, HEK293 M3R inducible RGS4, calcium flux | Regulator of G-protein signaling 4 (Homo sapiens), P49798 | AID 463165, 2010 | Fluo-4 calcium flux; stronger effect = higher value; triggered by carbachol at its EC20 | B-score at 10 µM | 310,000 tested, 0.45% active;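 active means B-score, a plate-corrected calcium signal, over three deviations above library mean, with baseline fluorescence within five deviations of library mean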;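 further: RGS4 expression induced by doxycycline in cells with stable M3 receptor; B-score is computed from the integrated fluorescence ratio over baseline after carbachol; higher B-score means a larger calcium signal and so more RGS4 inhibition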
Target sequence (P49798 whole entry, looked up): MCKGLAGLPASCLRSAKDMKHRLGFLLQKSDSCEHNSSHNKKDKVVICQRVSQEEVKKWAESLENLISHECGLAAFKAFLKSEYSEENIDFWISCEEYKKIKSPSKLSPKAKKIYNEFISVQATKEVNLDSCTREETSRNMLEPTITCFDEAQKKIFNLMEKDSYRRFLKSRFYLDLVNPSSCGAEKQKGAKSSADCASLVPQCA
TRPC4 potent = positive allosteric modulators of TRPC4, primary screen, cell-based, mouse TRPC4beta, HEK293 mu-opioid, Fluo-4 calcium; Short transient receptor potential channel 4 (Mus musculus), Q9QUQ5; 310,000 tested, 0.42% active; DAMGO EC20, Fluo-4 Ca2+ flux; stronger effect = higher value; B-score at 10 µM;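 active means B-score of calcium response area above 5 SD of library B-scores, with initial fluorescence ratio within 5 SD of library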;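 further: B-score of integrated fluorescence ratio over time as area under calcium response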
MrgX1 antag = antagonists of human MrgX1 receptor, primary screen, HEK293 cells, Fluo-4 calcium flux; BAM8-22 antagonism; stronger effect = lower value; B-score at 10 µM; 310,000 tested, 1.3% active; Mas-related G-protein coupled receptor member X1 (Homo sapiens), Q96LB2; AID 588676, 2011;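 active means calcium-response B-score plate-corrected more than 3 library SD below zero, starting fluorescence within 5 deviations, no agonist response on first addition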;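 further: peak minus trough fluorescence over baseline after final BAM8-22 challenge near maximal dose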
TRPC4 act = activators of mouse TRPC4 channel, primary screen, Fluo4 calcium, HEK293 TRPC4beta/mu-opioid cells; Short transient receptor potential channel 4 (Mus musculus), Q9QUQ5; Fluo4 calcium fluorescence; stronger effect = higher value; B-score at 10 µM; 310,000 tested, 0.49% active; AID 2237, 2010;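 active means B-score above 5 SD of library B-scores, and initial fluorescence ratio not above library mean plus 5 SD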;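 further: positive B-score marks a calcium rise read as TRPC4 activation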
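Material: HEK293 stable line with TRPC4beta plus mu-opioid receptor; technique: Fluo4 calcium-sensitive dye fluorescence, kinetic, 1 Hz baseline; timing: Fluo4 dye loading 45 min at room temperature, 110 s recording; controls: assay buffer as low control, maximal DAMGO as high control; read-out: integrated baseline-normalised fluorescence ratio, converted to per-well B score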
An asterisk follows results filed as active; i = inactive; . = not tested or not shown.

SMILES | MrgX1 PAM | TRPC4 block | TMEM16A inh | MrgX1 ag | TRPC6 act | TMEM16A act | TRPC6 inh | RGS4 inh | TRPC4 potent | MrgX1 antag | TRPC4 act
CN(C)C(=O)c1ccc(NC(=O)c2sccc2-c2ccccc2)cc1 | i | i | i | i | i | i | i | i | i | i | i
CCCN(CCC)CCCn1c(=O)[nH]c2ccccc21 | i | i | i | i | i | i | i | i | i | i | i
CCC(=O)Nc1nc2nc(-c3ccccc3)cc(-c3ccccc3)n2n1 | i | i | i | i | i | i | i | i | i | i | i
CCC1(C)N=c2c(c(=O)n(C)c(=O)n2C)=NO1 (configuration not stated) | i | i | i | i | i | i | i | i | i | i | i
O=C(CCNC(=O)c1ccc([N+](=O)[O-])cc1)NCCc1ccccc1 | i | i | i | i | i | i | i | i | i | i | i
CC(C)c1ccc(NC(=O)NC2(C(=O)NCc3cccnc3)CCCCC2)cc1 | i | i | i | i | i | i | i | i | i | i | i
CC(=O)c1cn(CCOc2ccc(F)cc2)c2ccccc12 | i | i | i | i | i | i | i | i | i | i | i
Cc1cccc(Cc2nnc(CCC(=O)N3CCCCC3c3nccs3)o2)c1 (configuration not stated) | i | i | i | i | i | i | i | i | i | i | i
CC(C(=O)Nc1ccc(S(=O)(=O)N2CCCCC2)cc1)N1CCN(c2ccccn2)CC1 (configuration not stated) | i | i | i | i | i | . | i | i | i | i | i
O=C(c1cc2ccccc2cc1O)N1CCN(c2cccc(Cl)c2)CC1 | i | i | i | i | i | i | i | i | i | i | i
COC(=O)c1c(C#N)c(N)nc2c1CCC2 | i | i | i | i | i | i | i | i | i | i | i
Cc1ccc(CC(=O)NCC2CCCCC2)cc1 | i | i | i | i | i | i | i | i | i | i | i
COc1ccccc1CN1CCNC(=O)C1CC(=O)NCCCn1cccn1 (configuration not stated) | i | i | i | i | i | i | i | i | i | i | i
O=C(COc1c(Cl)cc(Cl)cc1Cl)c1ccc(Cl)cc1 | i | i | i | i | i | i | i | i | i | i | i
OC[C@H]1NC[C@@H](O)[C@@H]1O | i | . | i | i | . | i | . | . | . | i | .
CCCCn1c(N)c(N(CC(C)C)C(=O)C2CCN(S(=O)(=O)c3ccc(F)cc3)CC2)c(=O)[nH]c1=O | i | i | i | i | i | i | i | i | i | i | i
Cc1oc(-c2cccc(F)c2)nc1CN1CCCN(C(=O)c2ccco2)CC1 | i | i | i | i | i | i | i | i | i | i | i
Cc1ccc(NC(=S)Nn2cnnc2)c(C)c1 | i | i | i | i | i | i | i | i | i | i | i
CC(C)(C)C(=O)NC1(C(F)(F)F)NC(=O)N(Cc2ccccc2)C1=O (configuration not stated) | i | i | i | i | i | i | i | i | i | i | i
CC(C)(C)NNC(=S)Nc1cccc(F)c1 | i | i | i | i | i | i | i | i | i | i | i
CCC(=O)Nc1ccc(NC(=O)CSc2nc3c(c(=O)n(C)c(=O)n3C)n2CC)cc1 | i | i | i | i | i | i | i | i | i | i | i
Cc1ccc(CNC(=O)CCS(=O)(=O)c2cc3c(cc2C)NC(=O)CO3)cc1 | i | i | i | i | i | i | i | i | i | i | i
O=S(=O)(c1cccs1)N1CCN(Cc2cccc(F)c2)CC1 | i | i | i | i | i | i | i | i | i | i | i
CCOc1ccccc1/C=N/n1nnnc1N | i | i | i | i | i | i | i | i | i | i | i
O=C(O)Cc1ccc(C(=O)c2ccc(Cl)cc2Cl)s1 | i | i | i | i | i | i | i | i | i | i | i
O=C(CSCC(=O)N1CCOCC1)Nc1ccccc1 | i | i | i | i | i | i | i | i | i | i | i
O=C(Nc1nnc(CC(c2ccccc2)c2ccccc2)s1)c1ccco1 | i | i | i | i | i | i | i | i | i | i | i
O=C1CN(S(=O)(=O)c2ccc(F)cc2)CC(=O)N1CCc1ccccc1 | . | i | . | . | i | . | i | i | i | . | i
OC(COCc1ccccc1)CN1CCN(Cc2ccc3c(c2)OCO3)CC1 (configuration not stated) | i | i | i | i | i | i | i | i | i | i | i
Cc1cc(-c2ccccc2)nc(N/N=C/c2ccc(O)cc2O)n1 | i | i | i | i | i | i | i | i | i | i | i
CC(C)N(C(=O)CSc1nnc(NC(=O)c2ccco2)s1)C(C)C | i | i | i | i | i | i | i | i | i | i | i
C/C(=N\OC(=O)c1ccc(F)cc1)c1ccc(F)c(F)c1 | i | i | i | i | i | i | i | i | i | i | i
CC(C)Oc1ccc(/C=N/NC(=O)C(CSCc2ccccc2)NC(=O)c2ccc([N+](=O)[O-])cc2)cc1 (configuration not stated) | i | i | i | i | i | i | i | i | i | i | i
CC(C)(CO)NC(=O)C(c1ccccc1)c1ccccc1 | i | i | i | i | i | i | i | i | i | i | i
Cc1ccc(-c2nn(-c3ccccc3)cc2/C=C/C(=O)OCC(=O)NC2CC2)o1 | i | i | i | i | i | i | i | i | i | i | i
Fc1ccccc1Cn1nnc2c(-n3ccnc3)ncnc21 | i | i | i | i | i | . | i | i | i | i | i
CCOC(=O)C(C)/C(C)=N/NC(N)=S (configuration not stated) | i | i | i | i | i | i | i | 17* | i | i | i
O=C(Cc1ccccc1F)Nc1ccc(S(=O)(=O)N2CCCCC2)cc1 | i | i | i | i | i | i | i | i | i | i | i
CCC(=O)N(CCC(c1ccc(C)cc1)c1ccco1)Cc1ccco1 (configuration not stated) | i | i | i | i | i | i | i | i | i | i | i
Cc1ccc2nc(SCC(=O)Nc3ncccn3)[nH]c2c1 | i | i | i | i | i | i | i | i | i | i | i
Nc1ncc([N+](=O)[O-])cc1Br | i | i | i | i | i | i | i | i | i | i | i
Cc1c(Br)ccc(NC(=O)CCN2C(=O)C3C4CCC(C4)C3C2=O)c1C (configuration not stated) | i | i | i | i | i | i | i | i | i | i | i
COC(=O)C/C=C/[C@@H](C)[C@@H](/C=N/O[C@@H](C)c1cn([C@H](CO)Cc2ccccc2)nn1)NS(=O)(=O)c1ccc(C)cc1 | i | i | i | i | i | . | i | i | i | i | i
Cc1nnc(NC(=O)c2ccc(F)c(S(=O)(=O)N3CCCCC3)c2)s1 | i | i | i | i | i | i | i | i | i | i | i
COc1ccc(Cl)cc1N(C(=O)c1ccco1)C(C(=O)NC1CCCC1)c1ccco1 (configuration not stated) | i | i | i | i | i | i | i | i | i | i | i
CCOc1ccc(NC(=O)CN(C)CC(=O)Nc2cc(Cl)ccc2C#N)cc1OCC | i | i | i | i | i | i | i | i | i | i | i
Cc1cc(C(=O)Nc2ccc(C)c(C)c2)n(-c2ccccc2)n1 | i | i | i | i | i | i | i | i | i | i | i
CCC(C)C(=O)Nc1nc2ccc(OC)cc2s1 (configuration not stated) | i | i | i | i | i | i | i | i | i | i | i
C=CCC(C(=O)OC)(C(=O)OC)c1ccc(C(F)(F)F)cc1[N+](=O)[O-] | i | i | i | i | i | i | i | i | i | i | i
Cc1cc(S(=O)(=O)NCc2ccccc2)ccc1OCC(=O)N1CCCC1 | i | i | i | i | i | i | i | i | i | i | i
COc1ccc(CN(CC(=O)NCc2ccco2)C(=O)CNS(=O)(=O)c2ccc(C)cc2)cc1 | i | i | i | i | i | i | i | i | i | i | i
CCCN(CCC)C(=O)C1CC(=O)OC12CCCCC2 (configuration not stated) | i | i | i | i | i | i | i | i | i | i | i
O=c1cc(-c2ccc(F)cc2F)[nH]c2ccccc12 | i | i | i | i | i | . | i | i | i | i | i
CC(Sc1nc(-c2ccccc2)cc(C(F)(F)F)n1)C(=O)NCc1ccco1 (configuration not stated) | i | i | i | i | i | i | i | i | i | i | i
COc1ccc(-c2cc(C(=O)N(C)Cc3cccc(OC)c3OC)c3ccccc3n2)cc1OC | i | i | i | i | i | i | i | i | i | i | i
COc1ccc(Cn2c(O)cc(=O)[nH]c2=O)cc1 | i | i | i | i | i | i | i | i | i | i | i
Nc1nc(SCc2ccc3c(c2)OCO3)n[nH]1 | i | i | i | i | i | i | i | i | i | i | i
O=C(NCCCN1CCCC1=O)c1ccc([N+](=O)[O-])s1 | i | i | i | i | i | i | i | i | i | i | i
COc1cccc(-c2nnn(CC(=O)O)n2)c1 | i | i | i | i | i | i | i | i | i | i | i
Cc1ccccc1Cn1c(CN2CCN(c3ccc(F)cc3)CC2)nc2c1c(=O)n(C)c(=O)n2C | i | i | i | i | i | . | i | i | i | i | i
Further results follow.
SMILES | MrgX1 PAM | TRPC4 block | TMEM16A inh | MrgX1 ag | TRPC6 act | TMEM16A act | TRPC6 inh | RGS4 inh | TRPC4 potent | MrgX1 antag | TRPC4 act
CCOC(=O)C1Nc2ccc(C(F)(F)F)cc2C2C=CCC12 (configuration not stated) | i | i | i | i | i | i | i | i | i | i | i
CC1CN(C(=O)c2cccn(Cc3c(Cl)cccc3Cl)c2=O)CC(C)O1 (configuration not stated) | i | i | i | i | i | i | i | i | i | i | i
COc1ccc(N(CCC(=O)Nc2ccccc2F)S(=O)(=O)c2ccc(C)cc2C)cc1 | i | i | i | i | i | i | i | i | i | i | i
CCc1ccc(-n2c(Cc3ccccc3)n[nH]c2=S)cc1 | i | i | i | i | i | i | i | i | i | i | i
CCC(=O)N1CC2(C)CN(C(=O)CC)CC(C)(C1)C2 | i | i | i | i | i | i | i | i | i | i | i
Cc1cccc(CCN(Cc2cc3cccc(C)c3[nH]c2=O)C(=O)N2CCOCC2)c1 | i | i | i | i | i | i | i | i | i | i | i
Cc1ccc(-c2nn(-c3ccccc3)cc2NC(=O)c2ccccc2)cc1 | i | i | i | i | i | i | i | i | i | i | i

Assay outcomes deposited in PubChem BioAssay by Johns Hopkins Ion Channel Center.
